Runt-SMMHC FRET: blocks binding of human RUNX1 Runt domain to CBFb-SMMHC; Q01196+Q13951; Cerulean-Runt/Venus-CBFb-SMMHC FRET ratio 530/480, 1 h; inhibition, % at 20 µM; actives 0.74% (n = 220,000);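 active = mean inhibition across duplicate retests at 20 µM reaching about 50%, limit read from the data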;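 note: 0% = DMSO wells and 100% = wells with excess untagged CBFb-SMMHC; inhibitors lower the FRET ratio by blocking Runt binding to CBFb-SMMHC; some results filed as inactive read as strong as hits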
Target sequence (Q01196 whole entry, looked up, the tested form may be a part): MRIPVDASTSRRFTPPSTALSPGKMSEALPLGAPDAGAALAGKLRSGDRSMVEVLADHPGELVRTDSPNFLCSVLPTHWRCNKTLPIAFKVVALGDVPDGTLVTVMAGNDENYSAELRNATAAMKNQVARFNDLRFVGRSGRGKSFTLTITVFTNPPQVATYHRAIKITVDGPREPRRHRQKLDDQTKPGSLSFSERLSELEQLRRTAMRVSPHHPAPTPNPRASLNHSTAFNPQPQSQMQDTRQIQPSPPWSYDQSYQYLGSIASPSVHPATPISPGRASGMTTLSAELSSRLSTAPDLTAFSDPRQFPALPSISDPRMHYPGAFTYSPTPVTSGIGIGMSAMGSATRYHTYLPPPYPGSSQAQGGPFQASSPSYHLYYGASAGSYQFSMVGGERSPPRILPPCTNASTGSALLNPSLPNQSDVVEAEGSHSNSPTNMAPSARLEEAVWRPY
Target sequence (Q13951 whole entry, looked up, the tested form may be a part): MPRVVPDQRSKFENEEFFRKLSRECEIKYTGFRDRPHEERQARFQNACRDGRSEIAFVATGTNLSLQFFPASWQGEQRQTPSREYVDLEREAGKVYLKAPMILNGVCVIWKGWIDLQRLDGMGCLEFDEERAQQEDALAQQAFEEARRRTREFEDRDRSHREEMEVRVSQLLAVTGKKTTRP
p97 ATPase inh: inhibitors of human p97 ATPase; P55072; recombinant p97 ATPase, Kinase-Glo ATP luminescence, 3 h; inhibition, % at 8 µM; actives 0.42% (n = 220,000); AID 1481; in the data active = inhibition above about 15%;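 note: 0% = DMSO vehicle and 100% = wells lacking enzyme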
RBBP9 inh: inhibitors of human serine hydrolase RBBP9. O75884. recombinant RBBP9, FP-Rh probe fluorescence polarization. inhibition, % at 7.94 µM. actives 0.2% (n = 220,000);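 active = inhibition above the campaign mean of all tested compounds plus 3 SD, cut at about 14% in these data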;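 note: plate controls were DMSO wells with RBBP9 for no effect and wells lacking RBBP9 protein for full effect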
Target sequence (O75884 whole entry, looked up): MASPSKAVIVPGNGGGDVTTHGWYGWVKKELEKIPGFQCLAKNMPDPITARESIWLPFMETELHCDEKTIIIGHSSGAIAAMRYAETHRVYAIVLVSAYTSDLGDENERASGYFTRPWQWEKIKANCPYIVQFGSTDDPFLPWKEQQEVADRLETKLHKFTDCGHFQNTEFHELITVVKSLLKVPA
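system = RBBP9 protein | input = RBBP9 at 2.5 µM in dispensed solution, before mixing | measured by = fluorescence polarization (mP), excitation 525 nm, emission 598 nm | incubation = enzyme-compound preincubation 30 min, then probe labeling 45 min, 25 °C | buffer or medium = Tris-NaCl-Pluronic buffer, pH 8.0 | compound = single dose 7.94 µM | also added = FP-Rh probe, 375 nM dispensing solution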
Runt-CBFb FRET: inhibitors of human RUNX1 Runt domain binding to CBFb; Q01196+Q13951; Cerulean-Runt/Venus-CBFb FRET ratio 530/480, 1 h; inhibition, % at 20 µM; actives 0.46% (n = 220,000);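 active = inhibition over about 50% at 20 µM in the single-dose screen, limit read from the data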;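 note: 0% = DMSO wells and 100% = excess unlabeled CBFb competitor control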
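Doses: 20 µM compound in 1% DMSO | Material: Cerulean-labeled Runt domain protein | Amount: Each fluorescent fusion protein 100 nM | Schedule: Two 1 h room-temperature incubations shielded from light | Measured by: FRET fluorescence | Evaluation: Loss of energy transfer signal | Controls: Unlabeled CBFb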
NPY-Y1 PAM-ag: human NPY-Y1 potentiation or agonism, primary screen. P25929. NPY-Y1 expressing cells, potentiator/agonist activation. activation, % at 3.6 µM. actives 0.37% (n = 220,000); in the data active = activation above about 33%, passing the limit was not always enough;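 note: cells stimulated with NPY at EC10 then isoproterenol at EC100; 0% = low agonist plus stimulus and 100% = saturating agonist plus stimulus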
NPY-Y1 antag: NPY-Y1 (human) receptor antagonism; P25929; HEK293-CNG Y1 cells, membrane potential fluorescence; NPY at EC95, then isoproterenol; inhibition, % at 3.6 µM; actives 1% (n = 200,000);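 active = inhibition above the campaign mean inhibition of all tested compounds plus 3 SD, cut at about 20% in these data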;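 note: 0% = DMSO wells given NPY plus isoproterenol and 100% = isoproterenol alone without NPY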
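Test system – HEK293 Y1/CNG channel cell line · Also added – NPY agonist 25 nM, then isoproterenol 1 µM plus Ro 20-1724 25 µM · Compound dosing – one concentration, 3.6 µM, in 0.4% DMSO · Schedule – compound incubation 1 h at room temperature, readout 45 min post-stimulation · Technique – fluorescence, membrane potential probe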
Mdm2 ligase inh: Mdm2 E3 ligase (human) inhibition; Q00987; cell-based MDM2 ubiquitination luciferase reporter, 2 h; 0 = plate control, 100 = twice control, blank-subtracted; signal enhancement, % at 5 µM; actives 0.11% (n = 210,000); AID 1230;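 active = signal enhancement of 30% or more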;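 note: luminescence tracks abundance of the self-degrading MDM2-luciferase fusion protein; higher signal means inhibition of MDM2 E3 ligase activity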
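Assay system: stable mammalian line carrying autodegrading MDM2–luciferase fusion reporter; amount: 2000 cells seeded into each well; buffer or medium: DMEM; benchmarks: plate control and blank wells; signal: luciferase luminescence; timing: 2 h compound exposure at 37 °C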
Hck Nef HTS: human Hck-Nef kinase inhibition. inhibition, % at 20 µM. P08631. actives 0.68% (n = 220,000). Recombinant Hck-YEEI plus Nef, Z-Lyte FRET kinase assay;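 active = Hck-Nef kinase inhibition above about 50%, limit read from the data; inactive = inhibition below that limit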;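 note: 0% = DMSO with Hck plus Nef and 100% = Hck alone without Nef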
NPY2 pot ag: potentiates or activates human NPY-Y2 receptor | activation, % at 3.6 µM | cells expressing NPY-Y2, potentiator/agonist read-out | P49146 | actives 0.45% (n = 220,000); in the data active = activation above about 27%;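 note: cells stimulated with NPY near EC25 plus isoproterenol at EC100; 0% = vehicle plus submaximal agonist and 100% = vehicle plus saturating agonist; some results beyond the cut were filed as inactive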
Active calls of the source: *; . = no result given.

SMILES	Runt-SMMHC FRET	p97 ATPase inh	RBBP9 inh	Runt-CBFb FRET	NPY-Y1 PAM-ag	NPY-Y1 antag	Mdm2 ligase inh	Hck Nef HTS	NPY2 pot ag
COc1ccc(-c2cn3cccnc3n2)cc1F	2	-4	-10	0	-5	3	-9	2	-6
CC(=O)CCC1C2C(O)C(C(C)C)C(OC(=O)/C=C/c3ccccc3)CC12C (stereo unspecified)	2	.	.	-2	.	.	-33	24	.
Cc1cccc(NC(=O)c2nc[nH]c2C(=O)NCC(=O)OC(C)(C)C)c1	-2	.	.	-2	.	.	0	26	.
Cc1ccc(CNC(=O)C2CCN(S(=O)(=O)c3c(C)noc3C)CC2)cc1	1	-6	-7	-1	-5	1	0	-2	-9
O=C(Nc1ccc(Cl)cc1C(=O)N1CCCC1)c1cccc([N+](=O)[O-])c1	-5	0	1	2	-5	4	1	11	4
Cc1ccc(NC(=O)CN2CCC(NC(=O)C3CCCCC3)CC2)c(Br)c1	0	1	-12	-2	-6	1	-10	1	-2
O=C(NCc1ccncc1)Nc1ccccc1Cl	1	-2	-9	-2	8	3	-10	-10	10
CCOC(=O)NC(=O)/C(C=Nc1ccc(Cl)c(Cl)c1Cl)=C(\C)O	1	-1	-5	-3	-16	-3	-4	9	-13
COc1ccccc1-n1c(CNC(=O)c2ccc(S(=O)(=O)N3CCOCC3)cc2)n[nH]c1=S	-2	3	6	5	24	6	-7	1	8
CCn1c(CCNC(=O)c2ccc(Cl)cc2Cl)n[nH]c1=S	4	3	3	2	-4	0	-9	-1	-3
O=C(NCCN1CCOCC1)c1cc2cc(Cl)cc(Cl)c2oc1=O	.	-2	-4	.	3	6	.	-13	-11
COCC(C)NC(C(=O)Nc1ccc(Cl)c([N+](=O)[O-])c1)c1ccccc1 (stereo unspecified)	3	2	-3	0	-6	1	-7	0	-1
COc1ccc(C(=O)NCCC(C)C)cc1S(=O)(=O)N1CCOCC1	2	1	-4	0	8	2	-20	0	5
CCC(=O)Nc1ccccc1C(=O)OCC(=O)Nc1ccc(S(N)(=O)=O)cc1	0	-5	-5	-2	-8	10	5	5	-10
CC(C)c1ccc(O)c(NC(=O)c2cncc(Br)c2)c1	6	0	-6	1	-3	0	-9	4	-1
CC(C)(C)C(=O)Nc1nnc(COc2ccc(Cl)cc2)s1	0	-8	-3	0	-9	.	-1	12	-27
CCOCCCNC(=O)C1CCCN1C(=O)NC1CCCCC1 (stereo unspecified)	3	0	-8	0	3	3	-27	0	-9
COc1cccc(NC(=O)Nc2ccc3c(c2)N(C)C(=O)CS3)c1	-3	3	0	-1	6	8	-22	-1	16
Oc1ccc(/C=N/Nc2ncnc3nc[nH]c23)cc1	-8	6	-5	1	16	.	-13	95*	-1
Cc1ccc2nc(NC(=O)Cc3cccs3)sc2c1	-9	-3	-5	-2	32	-11	-21	1	21
Cn1c(N)c(C(=O)COC(=O)c2cccc(S(=O)(=O)N3CCCCC3)c2)c(=O)n(C)c1=O	1	3	-2	-3	2	3	-9	3	0
CN=c1sc(C(=O)Nc2cccc(Cl)c2)cc(=O)n1C	0	-3	1	0	-7	3	-8	-3	-4
COc1ccc(NC(=O)c2c(-c3ccccc3)noc2C)c(OC)c1	5	-2	-3	2	-4	8	-11	2	-4
CCc1ccc(-c2cc(C(=O)NCCCn3ccnc3)c3ccccc3n2)s1	9	-9	-5	-3	-16	5	-20	13	-22
CCOC(=O)C1CCN(C(=O)N(C)C)CC1	-7	-1	-7	2	-13	3	-2	0	-23
O=C(CCCl)N1CCCC2(CCCCC2)C1	-1	3	-1	0	5	.	-82	17	-3
Cc1cc(N2C(=O)C3C4C=CC(C4)C3C2=O)no1 (stereo unspecified)	-4	6	-3	0	-8	-3	3	-2	12
CCc1cc(C)cc(OCCNC(=O)c2ncn[nH]2)c1	-3	-1	-2	0	12	-1	-2	-8	16
Nc1sccc1C(=O)c1ccc(Cl)cc1	-1	0	-10	5	-7	-2	-24	1	11
Cc1ccccc1Oc1ncnc2oc(-c3ccccc3)cc12	-6	-3	-3	2	-18	10	-14	2	-5
COc1ccc2[nH]c(C)c(CCN3C(=O)OC(C)(C)C3(C)O)c2c1 (stereo unspecified)	3	3	-3	1	-13	-4	-5	18	13
COCCNC(=O)C1CC(c2cccc(OC)c2)=NO1 (stereo unspecified)	0	8	-4	2	-12	9	3	2	-29
COc1ccc(Nc2nc(N)nc(CSc3nncn3C)n2)cc1	-2	8	-6	3	7	5	-7	-20	4
Fc1ccccc1/C=N/Nc1nc(N2CCCCC2)nc(N2CCCCC2)n1	.	3	-7	.	-22	-4	-7	18	0
Cc1ccc(C(=O)Nc2cccc(C(F)(F)F)c2)cc1Nc1ncnc2nc[nH]c12	3	.	.	-1	.	.	4	55*	.
Cc1ccc(C(=O)OC2CCN(c3ccc([N+](=O)[O-])cc3)CC2)cc1	-2	2	-3	-3	3	5	0	1	-10
FC(F)(F)c1ccnc(Sc2n[nH]c(C(F)(F)F)n2)c1	2	9	-8	3	6	.	-4	9	14
Cc1ccc(-c2csc3nc(SCC(=O)N(C)C)n(Cc4ccccc4)c(=O)c23)cc1	-5	4	-8	-14	2	-1	-18	2	17
O=C1c2ccc([N+](=O)[O-])cc2C(=O)N1CNc1ccccn1	2	0	-8	.	7	1	-14	-15	14
O=S(=O)(NCCOCCNS(=O)(=O)c1ccccc1)c1ccccc1	-1	6	-2	-4	9	0	-8	1	5
O=C(CSc1c2c(nc3cc(Cl)ccc13)CCCC2)NCCCN1CCOCC1	4	2	-2	1	-21	-4	1	32	3
Cc1ccc(S(=O)(=O)/N=c2\ccc(Cl)cn2C(F)F)cc1	0	2	-6	-1	5	3	-1	30	15
O=C(NCc1cccnc1)c1cccc2c1C(=O)N(Cc1cccnc1)C2	0	6	-8	-1	23	4	-12	2	6
COc1cccc(C(=O)Nc2ccc(-n3nncc3C(C)(C)C)cc2)c1	10	2	-3	-2	6	2	-9	16	7
CCOC(=O)N1CCN(C(=O)C(=O)N/N=C/c2ccc(OC)cc2OC)CC1	0	-7	-2	0	-15	.	-4	-4	-6

2 compounds drawn at random from those above:
SMILES	Runt-SMMHC FRET	p97 ATPase inh	RBBP9 inh	Runt-CBFb FRET	NPY-Y1 PAM-ag	NPY-Y1 antag	Mdm2 ligase inh	Hck Nef HTS	NPY2 pot ag
COc1cccc(NC(=O)Nc2ccc3c(c2)N(C)C(=O)CS3)c1	-3	3	0	-1	6	8	-22	-1	16
CCOC(=O)N1CCN(C(=O)C(=O)N/N=C/c2ccc(OC)cc2OC)CC1	0	-7	-2	0	-15	.	-4	-4	-6

Back to the main list with the 3 entries that preceded the break.
SMILES	Runt-SMMHC FRET	p97 ATPase inh	RBBP9 inh	Runt-CBFb FRET	NPY-Y1 PAM-ag	NPY-Y1 antag	Mdm2 ligase inh	Hck Nef HTS	NPY2 pot ag
O=C(NCc1cccnc1)c1cccc2c1C(=O)N(Cc1cccnc1)C2	0	6	-8	-1	23	4	-12	2	6
COc1cccc(C(=O)Nc2ccc(-n3nncc3C(C)(C)C)cc2)c1	10	2	-3	-2	6	2	-9	16	7
CCOC(=O)N1CCN(C(=O)C(=O)N/N=C/c2ccc(OC)cc2OC)CC1	0	-7	-2	0	-15	.	-4	-4	-6
Cc1ccc(-c2nc(NCc3ccco3)n(S(C)(=O)=O)n2)cc1	0	-2	0	-1	-14	2	-6	5	-12
CC1=CC(C)(C)Nc2ccc(OC(=O)CN3C(=O)CCC3=O)cc21	-7	1	0	1	-1	-2	3	-9	7
COc1ccc(OC)c(NC(=O)C2CCCN(S(=O)(=O)c3c(C)noc3C)C2)c1 (stereo unspecified)	0	2	-1	-1	9	-6	0	4	12
CN(C)CCCOc1ccc2c(c1)Sc1ccccc1CC2=O	14	5	-3	8	-30	9	-2	5	-13
CCN(CC)Cc1csc2ccc(Br)cc12	-2	2	6	-1	-15	2	0	1	-5
CC(=O)Nc1ccc(NC(=O)Cn2c(=O)n(-c3ccccc3)c(=O)c3oc4ccccc4c32)cc1	2	3	-10	-2	0	4	-8	-5	-4
CN(C)c1ccc(C(CN)c2c[nH]c3ccccc23)cc1 (stereo unspecified)	-1	3	2	0	16	5	-12	15	1
COc1ccc(CCNC(=O)CSc2nc(C)nc3c2oc2ccccc23)cc1OC	-6	2	-12	0	-9	0	-12	2	5
CCCCC(=O)NC(=S)Nc1nnn(CCC)n1	1	3	1	1	-13	7	-10	25	-7
O=C(c1cccc(F)c1)N1CCN(c2ccc([N+](=O)[O-])c(N3CCCCC3)c2)CC1	-4	-5	-4	-4	-10	14	-8	-1	-13
Cc1[nH]nc2c1C(c1cccs1)C(C#N)=C(N)O2 (stereo unspecified)	2	11	12	0	-2	-1	-22	22	6
Cc1ncoc1C(=O)Nc1ccccc1-c1ccccc1	0	-3	-3	0	-9	1	3	-1	-9
O=C(O)Cn1c(CC(=O)N2CCCC2)nc2ccccc21	3	-2	2	1	1	-6	-20	-1	6
C=C1CCN([C@@H](C)C(=O)NCc2ccc(OC)cc2)S(=O)(=O)c2ccccc21	-7	.	.	2	.	.	6	26	.
CCOC(=O)c1c(C)nc2sc3c(=O)n(-c4ccc(C(C)=O)cc4)nnc3c2c1-c1ccc(Cl)cc1	-2	4	-3	-1	18	6	-8	0	14
CC(C)c1ccc(-c2nc(N3CCCC3)nc3n[nH]c(N)c23)cc1	1	3	-3	-4	23	7	-10	1	5
CCOC(=O)N1CCN(C(=O)c2c(N)no[n+]2[O-])CC1	1	4	3	-1	0	1	-7	26	9
CCOC(=O)COc1ccc2c(c1)C(=O)CC1(CCN(C(C)=O)CC1)O2	5	-1	5	2	-11	-3	-22	2	2
O=c1c(-c2nc3ccccc3s2)cccn1Cc1ccccc1	32	1	-2	12	1	-2	-24	8	9
CC(O)[C@H]1CNC(=O)C(=O)N1CC1(c2ccccc2)CC1 (stereo partly specified)	-4	.	.	6	.	.	2	18	.
CC1=C(C(=O)N2CCCC(CCC(=O)NCc3ccc(F)c(F)c3)C2)OCCO1 (stereo unspecified)	-2	-1	-6	-1	4	1	1	18	2
COc1ccc(CNc2ncnc3c2[nH]c2cc(OC)c(OC)cc23)cc1	-2	10	8	0	12	.	-7	13	-19
Nc1ccc(S(=O)(=O)c2ccc(Cl)cc2)cc1	0	4	-6	0	11	-3	-11	-14	5
COc1ccc(CCNC(=O)C(=O)Nc2nccs2)cc1OC	-6	-4	-9	0	-13	-4	-3	-2	2
C=C(C)COc1ccc(-c2n[nH]c(C)c2-c2ccc(OC)c(OC)c2)c(O)c1	1	-3	0	3	10	.	-13	6	-8
